PKA-R1A act = activates the PKA-R1A holoenzyme complex; P00514+P68181; PKA-R1A dissociation, Cy5-IP20 fluorescence polarization; scaled: DMSO 0%, 113 µM cGMP 100%; 0.083% of 340,000 active; AID 504707; activation, % at 11.4 µM;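 active = percent activation above the mean of all tested compounds plus 3 SD, cut at about 19% in these data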;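 also: higher means more PKAc released from R1A so a rise in polarization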
phage Ecoli inh = E. coli growth loss with phage present. growth absorbance. 0.26% of 360,000 active. inhibition, % at 11.9 µM; in the data active = inhibition above about 11%
PKA-R2B activ = PKA-R2B complex activation; P22694+P31323; 0.079% of 340,000 active; PKA-R2B holoenzyme dissociation, Cy5-IP20 fluorescence polarization; R2B truncated from residue 108, S112A mutant; 0% DMSO only, 100% 113 µM cGMP; activation, % at 11.4 µM; AID 504700;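 active = activation above a cutoff set at the mean over all compounds plus 3 SD, cut at about 18% in these data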;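 also: higher means more holoenzyme dissociation and a rise in polarization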
Target sequence (P31323 whole entry, looked up, other chains not shown, the tested form may be a part): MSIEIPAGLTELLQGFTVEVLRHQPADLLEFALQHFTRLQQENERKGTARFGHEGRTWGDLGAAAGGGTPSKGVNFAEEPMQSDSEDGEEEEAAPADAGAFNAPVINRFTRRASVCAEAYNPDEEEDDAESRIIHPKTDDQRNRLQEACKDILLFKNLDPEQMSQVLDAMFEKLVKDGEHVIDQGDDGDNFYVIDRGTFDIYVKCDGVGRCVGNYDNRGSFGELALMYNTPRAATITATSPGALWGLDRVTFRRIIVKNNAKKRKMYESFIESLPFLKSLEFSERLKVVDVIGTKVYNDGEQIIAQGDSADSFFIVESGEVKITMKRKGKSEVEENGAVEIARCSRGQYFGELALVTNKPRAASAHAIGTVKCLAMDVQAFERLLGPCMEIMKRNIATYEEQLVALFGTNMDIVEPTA
MOR-DOR inv ag = inverse agonist of human OPRM1-OPRD1 heterodimerization; 0.21% of 340,000 active; cell-based MOR-DOR heterodimer luminescence, inverse agonism; P35372+P41143; inhibition, % at 9.3 µM; in the data active = inhibition above about 22%, passing the limit was not always enough;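 also: 0% = cells with DMSO and 100% = wells without cells with DMSO; values of inactives mirror those of a sister screen read the other way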
Ecoli viability = bacterial growth inhibition, counter-screen for AddAB inhibitors. E. coli V3065 growth, OD600 absorbance, 18 h. 0.27% of 330,000 active. AID 449728. inhibition, % at 11.9 µM;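 active = inhibition above the campaign's mean inhibition across all tested compounds plus 3 SD, cut at about 9.9% in these data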;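 also: uninfected addAB+ strain grown without phage in ampicillin broth; 0% = DMSO wells and 100% = ciprofloxacin 0.95 µg/ml wells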
HTR5A inv ctr = inverse agonist of human HTR5A in OPRM1-OPRD1 counter-screen; AID 504634; 0.083% of 340,000 active; inhibition, % at 9.3 µM; HTR5A cell line, luminescence, inverse agonism; P47898; in the data active = inhibition mostly above about 23%, no sharp cut-off; inactive = mostly below about 18%;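 also: 0% = cells with DMSO and 100% = no-cell wells with DMSO; some compounds called inactive have numbers as strong as hits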
Target sequence (P47898 whole entry, looked up): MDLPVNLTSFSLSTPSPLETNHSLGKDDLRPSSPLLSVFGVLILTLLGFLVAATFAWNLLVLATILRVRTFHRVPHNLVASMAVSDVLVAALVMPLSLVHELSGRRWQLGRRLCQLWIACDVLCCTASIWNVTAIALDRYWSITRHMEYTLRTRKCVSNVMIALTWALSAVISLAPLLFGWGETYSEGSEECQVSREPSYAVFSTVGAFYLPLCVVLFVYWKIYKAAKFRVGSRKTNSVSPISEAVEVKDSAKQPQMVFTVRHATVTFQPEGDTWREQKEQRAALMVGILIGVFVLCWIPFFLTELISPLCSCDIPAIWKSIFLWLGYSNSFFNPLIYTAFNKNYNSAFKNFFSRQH
AddAB inh = less growth of phage-infected E. coli with AddAB | 0.29% of 330,000 active | E. coli expressing H. pylori AddAB, absorbance growth | inhibition, % at 11.9 µM; in the data active = inhibition above about 12%;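 also: 0% = vehicle wells of infected cells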
SUMO Mot1 rescue = SUMOylation pathway inhibition by Mot1-301 growth rescue | S. cerevisiae Mot1-301 growth rescue, ATP luminescence, 38.5C; percent above DMSO median, 100 means doubled | growth rescue, % at 18.8 µM | 1% of 320,000 active;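 active = every valid replicate shows activation above 250% relative to neutral control wells; inactive = the rest, any valid replicate at or below 250%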;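 also: OY570 slx delta 5 strain wells were the positive control but not used for scaling; some compounds called inactive have numbers as strong as hits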
PfHsp90 set2 = inhibits growth of yeast expressing Plasmodium falciparum Hsp90 | 0.32% of 310,000 active | inhibition, % at 9.4 µM | S. cerevisiae expressing PfHsp90, BacTiter-Glo ATP, 48 h; yeast lacking PDR1 and PDR3 efflux regulators;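 active = every replicate shows inhibition above about 80%, whatever the replicate mean, limit read from the data; inconclusive = mean inhibition reaches the set limit but some replicate falls short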;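 also: 0% = DMSO neutral controls and 100% = 20 µM radicicol positive controls; yeast relying on Plasmodium falciparum Hsp90 in place of its own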
Tat transport = inhibitors of E. coli Tat protein transport; E. coli MC4100 TorA-mCherry Tat export, fluorescence; inhibition, % at 10 µM; 0.036% of 340,000 active; AID 488895;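 active = mean replicate inhibition at least 50% and at least half of replicates individually reaching 50%; inconclusive = only one of the two criteria met; inactive = neither criterion met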;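 also: exported cargo escapes ClpAP degradation while cytoplasmic cargo is degraded and loses fluorescence; 0% = median of neutral control wells and 100% = median of NaSCN control wells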
MOR-DOR ag = OPRM1-OPRD1 heterodimerization agonism | cells, luminescence | activation, % at 9.3 µM | 0.3% of 340,000 active; in the data active = activation above about 18%;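 also: 0% = vehicle-treated cells and 100% = reference agonist; values of inactives mirror those of a sister screen read the other way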
The depositor's hits bear a star; ? = inconclusive; . = no result given.

The line under a structure holds: PKA-R1A act	phage Ecoli inh	PKA-R2B activ	MOR-DOR inv ag	Ecoli viability	HTR5A inv ctr	AddAB inh	SUMO Mot1 rescue	PfHsp90 set2	Tat transport	MOR-DOR ag
> CCn1c(C(C)NC(=O)c2ccc(Cl)cc2)n[nH]c1=S (stereo not drawn)
  1	1.4	-8	6	2.3	-11	5.3	-2	.	-3	-1.3
> Cc1nn(-c2cc(N3CCCCCC3)ccc2[N+](=O)[O-])c(=O)c2ccccc12
  16	1.2	-2	14	0.2	11	-0.2	29	-47	1	-2.6
> O=C(O)c1ccc(N=Cc2nc(-c3ccco3)oc2O)cc1
  -10	0.5	-10	3	4.0	4	4.2	0	-16	-16	-0.7
> COc1ccc(NC(=O)CN2CCN(C(=O)N3CCOCC3)CC2)cc1
  -5	0.6	-5	-16	0.2	-2	3.8	171	-8	6	1.9
> COc1ccc(-n2cc(-c3ccccc3)[n+]3c2CCCCC3)cc1
  -2	3.5	-1	7	-1.1	-7	2.4	4	-11	4	-1.4
> O=C(NCc1ccc2c(c1)OCO2)c1ccco1
  -3	4.0	4	0	1.9	-9	1.9	5	-4	-12	-0.1
> CCc1ccc(-n2c(=O)c3c(C)c(C(=O)N(C)C)sc3n(CC(=O)NCc3ccco3)c2=O)cc1
  -6	0.0	5	13	-0.9	11	-0.8	40	-3	11	-2.4
> Cc1ccc([N+](=O)[O-])cc1S(=O)(=O)Nc1cccc(-c2ccc(N3CCOCC3)nn2)c1
  3	2.6	-15	22	3.2	17	3.9	-9	-12	8	-4.3
> CCn1c(SCC(=O)Nc2sc3c(c2C#N)CCCC3)nnc1-c1ccco1
  -9	0.6	-3	0	2.1	-11	2.8	3	-5	-1	0.0
> O=C1CC(c2ccco2)CC(O)=C1C=Nc1cc(Cl)cc(Cl)c1 (stereo not drawn)
  -5	-2.1	-9	0	0.9	16	3.6	576	.	-4	-0.1
> COc1ccc2c(c1)[C@H]1[C@H](CO2)[C@H](c2ccccc2)[C@]2(C)C(=O)N[C@H](C)C(=O)N12
  -12	2.4	0	28	-0.8	-11	1.4	0	8	-2	-6.1
> Cc1cc(C)cc(C(=O)NCC(=O)OCC(=O)N2c3ccccc3NC(=O)C2(C)C)c1
  0	4.8	2	6	-1.8	-1	3.7	41	6	3	-0.8
> COC(=O)[C@@]12CCCN1[C@H](c1ccc(-c3ccc(OC)cc3)c(OC)c1)[C@H]1C(=O)N(C)C(=O)[C@H]12
  -1	-1.3	-2	21	0.7	-6	1.4	-11	-8	0	-4.5
> CC(C)C1CC(c2ccccc2)(C(CN)CO)CCO1 (stereo not drawn)
  0	3.5	6	18	-0.3	0	2.0	1	0	-2	-3.5
> COc1ccc(-c2nnc(SCc3c(C)noc3C)n2N)cc1OC
  -8	3.7	-9	15	-2.4	-31	-2.0	-18	3	0	-2.9
> CCc1cc2cccc(C)c2nc1SCC(=O)Nc1cc(C)on1
  -4	4.7	-7	-3	-1.5	-20	2.6	-30	-15	4	0.6
> CCOc1ccc(CNC(=O)Nc2ccccc2)cc1
  -3	3.3	-3	12	-1.9	-30	0.7	84	-17	0	-2.6
> COc1ccc(CC(=O)Nc2ccc3nc(SC)sc3c2)cc1OC
  -8	0.1	-1	-5	0.8	0	3.8	-14	-10	1	1.1
> COC(=O)/C=C1\S/C(=N\N=C\CC(=O)OC)NC1=O
  -5	6.5	-8	14	-1.3	-9	0.2	6	-38	6	-2.8
> C=CCOCCN1C(=O)C2C(c3ccccc3)C=CC(c3ccccc3)C2C1=O (stereo not drawn)
  -6	2.5	1	7	1.2	-8	1.1	-5	10	-3	-1.3
> Cc1ccc(-c2csc(N3CCC(C(N)=O)CC3)n2)cc1
  4	1.6	-2	0	-1.2	-46	-0.1	7	-8	-6	-0.1
> COc1ccc(CCNC(N)=S)cc1OC
  5	1.1	-6	14	0.0	-25	1.3	4	-25	-14	-3.1
> S=c1[nH]cc(-c2ccccc2)n1-c1cccc(Cl)c1
  2	1.9	-1	-6	-0.3	28	4.3	-8	2	-12	1.1
> Cc1ccc(-c2cc(C(=O)O)c3cc(Br)ccc3n2)o1
  -10	4.2	-15	5	-1.0	2	1.0	39	-10	-22	-0.9
> CCOC(=O)C1CCN(C(=O)c2ccc(Cl)c(S(=O)(=O)N3CCOCC3)c2)CC1
  -6	5.0	-10	3	1.4	1	0.2	.	10	-5	-0.5
> Cc1cccc(N(C)S(=O)(=O)c2c(C)noc2C)c1
  -4	3.8	5	10	-1.4	9	-1.6	-4	18	-6	-2.0
> c1ccc2cc(OCc3nc4ccccc4[nH]3)ccc2c1
  -17	4.3	2	-1	2.2	-12	4.7	30	7	-6	0.2
> COc1ccc([N+](=O)[O-])cc1NC(=O)C(C)N(C)Cc1cccc(OC)c1OC (stereo not drawn)
  0	2.1	-4	8	0.3	-9	3.5	67	14	9	-1.4
> COc1ccc(C)cc1NC(=O)C(OC(=O)C1CC1)c1ccccc1 (stereo not drawn)
  -8	0.3	-5	-3	-0.1	-10	-1.4	-5	9	1	0.6
> CCC(=O)N1c2ccc(S(=O)(=O)N3CCN(CC)CC3)cc2CC1C (stereo not drawn)
  -1	1.6	-2	18	-0.9	-29	-1.5	5	5	-5	-3.6

In a second layout: results already given
smiles,PKA-R1A act,phage Ecoli inh,PKA-R2B activ,MOR-DOR inv ag,Ecoli viability,HTR5A inv ctr,AddAB inh,SUMO Mot1 rescue,PfHsp90 set2,Tat transport,MOR-DOR ag
COc1ccc(CC(=O)Nc2ccc3nc(SC)sc3c2)cc1OC,-8,0.1,-1,-5,0.8,0,3.8,-14,-10,1,1.1
COC(=O)/C=C1\S/C(=N\N=C\CC(=O)OC)NC1=O,-5,6.5,-8,14,-1.3,-9,0.2,6,-38,6,-2.8
C=CCOCCN1C(=O)C2C(c3ccccc3)C=CC(c3ccccc3)C2C1=O (stereo not drawn),-6,2.5,1,7,1.2,-8,1.1,-5,10,-3,-1.3
Cc1ccc(-c2csc(N3CCC(C(N)=O)CC3)n2)cc1,4,1.6,-2,0,-1.2,-46,-0.1,7,-8,-6,-0.1
COc1ccc(CCNC(N)=S)cc1OC,5,1.1,-6,14,0.0,-25,1.3,4,-25,-14,-3.1

Next section.
The line under a structure holds: PKA-R1A act	phage Ecoli inh	PKA-R2B activ	MOR-DOR inv ag	Ecoli viability	HTR5A inv ctr	AddAB inh	SUMO Mot1 rescue	PfHsp90 set2	Tat transport	MOR-DOR ag
> COc1ccc(-c2cc(C(F)(F)F)nc(SCC(=O)Nc3cc(C)on3)n2)cc1OC
  -3	1.6	-5	0	-2.6	-7	4.8	8	0	-13	0.0
> O=C(CNC(=O)c1ccco1)NCc1ccc2c(c1)OCO2
  -3	2.9	-2	10	0.0	-7	1.3	5	-33	-5	-2.5
> Cc1cc(C)n2c(=O)[nH]nc2c1
  -2	-1.0	-2	3	.	-7	.	.	-10	3	-0.5
> CC[N+](CC)(CC=C(C)C)CC(=O)OC
  -4	1.7	9	-17	-1.0	-5	-1.7	-6	0	7	2.8
> O=C(CCC1CCCCC1)Nc1ccc(S(=O)(=O)Nc2nccs2)cc1
  -4	2.1	-16	0	1.9	-28	3.0	10	-1	-7	0.1
> O=C(NCC1CCCO1)c1ccc(S(=O)(=O)N2CCCCC2)cc1 (stereo not drawn)
  -7	1.0	5	12	-1.4	11	-0.4	.	-19	5	-1.9
> CCn1c(SCC(=O)Nc2nccs2)nnc1-c1ccc(S(=O)(=O)N2CCCCCC2)cc1
  5	1.2	-13	10	1.5	-32	0.7	57	-10	-3	-1.7
> CSc1ccccc1NC(=O)c1cccnc1
  -6	2.0	-8	-1	2.5	3	0.7	12	24	10	0.1
> CC1(C)CC(=O)C/C(=N\NC(=O)CCc2ccc(S(=O)(=O)N3CCOCC3)cc2)C1
  -18	0.6	-6	2	-1.5	-2	-1.8	12	.	?	-0.5
> Cc1c(Br)c([N+](=O)[O-])nn1CC(=O)c1ccccc1
  -12	0.8	-7	-5	1.4	-21	4.9	-24	-15	-1	0.9

Compound activity from PubChem BioAssay.
